# Assay outcomes: PubChem, several laboratories
# PrPC TRFRET: reduces human prion protein on the cell surface. P04156. cell surface PrPC, TR-FRET read-out. inhibition, % at 13.8 µM. 0.43% of 370,000 active; in the data active means inhibition above about 24%; further: 0% = median of the test wells and 100% = reference compound wells
# FBA Mtb inh: Mtb fructose-bisphosphate aldolase inhibition; P9WQA3; purified M. tuberculosis FBA, fluorescence read-out; inhibition, % at 1 µM; 2.3% of 360,000 active; AID 588726; in the data active means inhibition above about 27%;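 further: 0% = vehicle and 100% = reference inhibitor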
# UGM FP inh: inhibitors of M. tuberculosis UDP-galactopyranose mutase. P9WIQ1. purified UGM, fluorescence polarization probe displacement. 0.06% of 320,000 active. AID 504406. inhibition, % at 10 µM; in the data active means inhibition above about 10%, passing the limit was not always enough; inconclusive means no clear call, values can overlap the other calls
# Target sequence (P9WIQ1 whole entry, looked up): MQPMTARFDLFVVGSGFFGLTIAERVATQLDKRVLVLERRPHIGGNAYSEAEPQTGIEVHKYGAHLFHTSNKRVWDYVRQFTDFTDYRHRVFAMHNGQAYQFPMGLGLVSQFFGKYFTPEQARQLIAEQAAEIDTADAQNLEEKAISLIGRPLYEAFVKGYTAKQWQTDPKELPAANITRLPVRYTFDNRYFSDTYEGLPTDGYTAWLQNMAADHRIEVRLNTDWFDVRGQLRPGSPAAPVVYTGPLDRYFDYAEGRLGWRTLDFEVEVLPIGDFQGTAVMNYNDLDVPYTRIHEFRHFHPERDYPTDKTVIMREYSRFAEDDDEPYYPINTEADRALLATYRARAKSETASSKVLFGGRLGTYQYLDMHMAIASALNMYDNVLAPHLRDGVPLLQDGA
# Rv3671c protease: inhibits the M. tuberculosis serine protease Rv3671c. inhibition, % at 5.96 µM. 0.048% of 320,000 active. AID 2606; in the data active means inhibition above about 38%;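 further: extracellular domain of Rv3671c used as enzyme; 0% = enzyme with DMSO and 100% = no enzyme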
# Target sequence (P9WHR9 whole entry, looked up, the tested form may be a part): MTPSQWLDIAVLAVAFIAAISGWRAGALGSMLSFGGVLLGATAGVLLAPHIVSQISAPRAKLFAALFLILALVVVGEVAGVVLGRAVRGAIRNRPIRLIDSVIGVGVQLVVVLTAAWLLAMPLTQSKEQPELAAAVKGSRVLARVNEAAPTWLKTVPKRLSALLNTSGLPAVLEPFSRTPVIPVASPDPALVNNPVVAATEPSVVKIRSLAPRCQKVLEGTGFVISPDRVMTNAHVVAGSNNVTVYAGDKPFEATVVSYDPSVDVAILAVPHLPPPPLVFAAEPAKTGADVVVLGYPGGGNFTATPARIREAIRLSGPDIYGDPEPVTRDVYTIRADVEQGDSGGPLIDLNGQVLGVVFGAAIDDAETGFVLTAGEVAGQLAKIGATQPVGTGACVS
# MazEF act: MazEF (E. coli) toxin RNase activation | activation, % at 20 µM | FAM/BHQ RNA-DNA oligo cleavage fluorescence, 5 h | P0AE70 | 0.32% of 350,000 active; in the data active means activation above about 50%
# Target sequence (P0AE70 whole entry, looked up): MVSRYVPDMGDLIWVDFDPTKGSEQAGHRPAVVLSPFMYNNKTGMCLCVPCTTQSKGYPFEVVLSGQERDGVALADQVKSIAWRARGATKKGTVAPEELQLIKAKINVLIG
# GDH-TPI inh: counter-screen for M. tuberculosis FBA inhibitors: GDH-TPI coupled enzymes. GDH-TPI coupled enzyme counterscreen, NADH absorbance. inhibition, % at 4.8 µM. 1.2% of 360,000 active. AID 588335; in the data active means inhibition above about 30%;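 further: 0% = DMSO wells and 100% = wells lacking the enzyme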
# BoNT F protease: inhibitors of Botulinum neurotoxin F light chain protease. Multiplex microsphere protease cleavage assay, flow cytometry. inhibition, % at 10 µM. AID 588497. 0.22% of 360,000 active; in the data active means inhibition above about 35%, passing the limit was not always enough; inconclusive means no clear call, values can overlap the other calls; further: plate controls were buffer without enzyme for full effect and enzyme alone for no effect
# Mtb BioA inh: BioA (M. tuberculosis) enzyme inhibition; 0.096% of 360,000 active; purified M. tuberculosis BioA enzyme, plate reader; inhibition, % at 9.99 µM; in the data active means inhibition above about 40%; inconclusive means no clear call, values can overlap the other calls
# FadD28 binding: M. tuberculosis FadD28 bisubstrate binding inhibition; FadD28 bisubstrate probe binding, fluorescence polarization; inhibition, % at 12.5 µM; 0.22% of 360,000 active; AID 588549; in the data active means inhibition above about 8.5%, passing the limit was not always enough; inconclusive means no clear call, values can overlap the other calls
# * marks the source's active call; other numbers are inactive results; ? = inconclusive; . = not tested or not shown.
no.	SMILES	PrPC TRFRET	FBA Mtb inh	UGM FP inh	Rv3671c protease	MazEF act
1	O=C(NCCN1CCN(c2ccccc2)CC1)Nc1cccc(Cl)c1	7	2	0.5	1	-1
2	O=C(NC1CCCCC1)c1ccccc1NC(=O)C1CC1	-1	4	0.3	-2	1
3	CCCCNC(=S)NNC(=O)CCn1cc(C)cn1	-3	4	1.2	-4	3
4	O=C(CN1CCN(Cc2ccccc2)CC1)Nc1cccc(S(=O)(=O)N2CCCCCC2)c1	4	0	1.3	-1	4
5	CCOc1ccccc1-n1c(COc2ccc(C)cc2)nnc1SCC(N)=O	7	1	1.3	7	-2
6	CCCNC(=S)N1CCC(C(=O)c2ccc(Cl)cc2)CC1	8	1	4.3	13	11
7	Cc1cccnc1NC(=O)c1cccc(S(=O)(=O)N2CCCc3ccccc32)c1	9	4	-0.4	-1	7
8	COc1ccc(/C=C/C(=O)Nc2cc(C)nn2-c2nc3ccccc3n2Cc2cccc([N+](=O)[O-])c2)cc1	-8	-2	1.2	-10	1
9	O=C(COC(=O)Cc1ccccc1F)NCc1ccccc1Cl	-3	-2	.	.	9
10	COC(=O)c1ccc(NC(=S)NC2CCCCC2C)cc1 (stereo unspecified)	13	5	1.0	-8	-2
11	COc1ccc(NC(=O)CN2c3cccc4cccc(c34)S2(=O)=O)c(OC)c1	10	2	-0.5	-2	2
12	CCCN(CCC)CCCNC(=O)c1cc2c(=O)[nH]c3ccccc3c2s1	-13	70*	1.8	-7	5
13	Cc1ccsc1C(=O)NNC(=S)NCC(C)C	0	-2	1.4	-5	4
14	Cn1c(C(=O)N2CCN(Cc3ccc4c(c3)OCO4)CC2)cc2sccc21	-9	-1	-0.3	1	-1
15	CCCCNC(=O)CN(c1cc(C(F)(F)F)ccc1Cl)S(C)(=O)=O	0	-1	3.1	-4	1

no.	GDH-TPI inh	BoNT F protease	Mtb BioA inh	FadD28 binding
1	4	-2	-0.1	-0.5
2	7	-9	-3.6	-1.7
3	9	-8	.	0.3
4	-5	-8	.	4.3
5	7	0	.	-1.5
6	-3	17	3.7	-2.3
7	4	6	0.4	-1.9
8	20	-15	0.2	-0.8
9	-4	-4	-0.6	-2.2
10	-9	4	.	-2.9
11	2	-12	.	-1.4
12	9	-2	-0.3	-3.6
13	8	1	.	-1.3
14	10	-1	2.1	-1.6
15	17	-10	.	-0.1

# Some of the entries so far, with two lines to a compound.
# The line under a structure holds: PrPC TRFRET	FBA Mtb inh	UGM FP inh	Rv3671c protease	MazEF act	GDH-TPI inh	BoNT F protease	Mtb BioA inh	FadD28 binding
6) CCCNC(=S)N1CCC(C(=O)c2ccc(Cl)cc2)CC1
 : 8	1	4.3	13	11	-3	17	3.7	-2.3
7) Cc1cccnc1NC(=O)c1cccc(S(=O)(=O)N2CCCc3ccccc32)c1
 : 9	4	-0.4	-1	7	4	6	0.4	-1.9
8) COc1ccc(/C=C/C(=O)Nc2cc(C)nn2-c2nc3ccccc3n2Cc2cccc([N+](=O)[O-])c2)cc1
 : -8	-2	1.2	-10	1	20	-15	0.2	-0.8
9) O=C(COC(=O)Cc1ccccc1F)NCc1ccccc1Cl
 : -3	-2	.	.	9	-4	-4	-0.6	-2.2
10) COC(=O)c1ccc(NC(=S)NC2CCCCC2C)cc1 (stereo unspecified)
 : 13	5	1.0	-8	-2	-9	4	.	-2.9
11) COc1ccc(NC(=O)CN2c3cccc4cccc(c34)S2(=O)=O)c(OC)c1
 : 10	2	-0.5	-2	2	2	-12	.	-1.4
12) CCCN(CCC)CCCNC(=O)c1cc2c(=O)[nH]c3ccccc3c2s1
 : -13	70*	1.8	-7	5	9	-2	-0.3	-3.6
13) Cc1ccsc1C(=O)NNC(=S)NCC(C)C
 : 0	-2	1.4	-5	4	8	1	.	-1.3

# The list continues:
no.	SMILES	PrPC TRFRET	FBA Mtb inh	UGM FP inh	Rv3671c protease	MazEF act
16	CCOc1ccc(Nc2cc3n(c(=O)n2)CCc2cc(OC)c(OC)cc2-3)cc1	-4	-7	-1.8	-8	-2
17	O=C(Nc1ccc(Cl)cc1)N(Cc1cccnc1)Cc1ccco1	1	6	-0.4	4	-3
18	Fc1cccc(-c2nnn3c2nc(Cl)c2ccccc23)c1	-5	9	.	.	-23
19	CCc1cc2cc(C)ccc2nc1SCC(=O)N1CCN(C(=O)c2ccco2)CC1	1	0	1.3	2	11
20	O=C1CC(Nc2ccc(N3CCOCC3)cc2)C(=O)N1c1ccccc1F (stereo unspecified)	-4	-6	0.0	-4	18
21	CC(=O)C1=C(O)C(=O)N(c2ccc(Br)cn2)C1c1ccccc1F (stereo unspecified)	5	5	1.8	7	2
22	CC(=O)NNC(=O)CN1C(=O)/C(=C/c2ccccc2)SC1=S	2	-2	-0.9	-4	2
23	O=C(COc1ccccc1)NCc1nnc2c3ccccc3c(-c3ccccc3)nn12	-1	-2	-1.0	-4	6
24	Cc1cccc(C)c1-c1ccc(CN2C(CC(C)C)C(=O)N(Cc3cn(CC4CCCCC4)nn3)CCS2(=O)=O)cc1 (stereo unspecified)	-2	-3	.	.	-8
25	COc1ccc2[nH]c(=O)c(CN(CC3CCCO3)C(=O)Nc3ccccc3)cc2c1 (stereo unspecified)	5	11	0.3	-2	3
26	O=S(=O)(O)c1nc2ccccc2n1Cc1ccc(Cl)cc1Cl	4	0	-1.1	0	1
27	COc1cc(-c2cc3nc(NCCOc4ccccc4)ccn3n2)cc(OC)c1OC	4	14	.	.	.
28	Cc1ccc(S(=O)(=O)Nc2ccc(Cl)cc2)cc1NC(=O)Cn1cnc2c1c(=O)n(C)c(=O)n2C	5	5	3.0	1	-2
29	CC(C)(O)C#Cc1ccc(C(=O)N2CCCC2C(=O)O)s1 (stereo unspecified)	-1	1	-0.2	6	-3
30	COc1ccc(NC2CCCN(C(=O)CCc3cccc(Cl)c3)C2)cc1 (stereo unspecified)	-8	3	1.6	-10	-2

no.	GDH-TPI inh	BoNT F protease	Mtb BioA inh	FadD28 binding
16	26	-38	-0.9	.
17	0	-5	.	-2.4
18	-5	-7	0.2	-0.6
19	12	-18	1.1	-1.6
20	-21	-5	1.8	-1.8
21	2	-3	0.6	-3.4
22	27	-1	.	-4.2
23	10	-3	-0.9	-3.3
24	8	-3	-1.1	0.3
25	3	-9	1.5	-3.7
26	-2	1	5.5	-9.2
27	5	-2	0.2	0.0
28	-2	0	.	-3.2
29	10	-3	-2.9	-2.1
30	4	-5	1.1	1.4

# (next part)
no.	SMILES	PrPC TRFRET	FBA Mtb inh	UGM FP inh	Rv3671c protease	MazEF act
31	CCOC(=O)c1sc2nc(CC(C)C)c3c(c2c1N)CCC3	-1	15	-1.0	-7	-3
32	O=S(=O)(Nc1ccc2c(c1)CCC2)c1cccs1	1	2	2.3	-3	5
33	CC(c1ccco1)N(C(=O)c1ccccc1NS(=O)(=O)c1cc([N+](=O)[O-])ccc1Cl)c1ccccn1 (stereo unspecified)	-14	1	2.0	-2	5
34	COc1ccc(Oc2cc(NN3CCCCC3)c([N+](=O)[O-])cc2[N+](=O)[O-])cc1OC	-21	-3	-2.7	8	1
35	COc1ccc(-c2csc3nc(C)nc(N4CCN(C(C)=O)CC4)c23)cc1OC	-2	0	-0.9	-2	-6
36	O=C(CCNC(=O)c1ccc([N+](=O)[O-])cc1)Nc1ccc(S(=O)(=O)N2CCOCC2)cc1	-39	-2	-0.5	5	1
37	COc1ccc(NC(=O)NC2(C(=O)N3CCOCC3)CCCCC2)cc1	-8	1	1.3	-12	16
38	Cn1c(SCc2ccccc2Cl)nnc1-c1cnccn1	-1	-3	3.6	-8	-1
39	C=CCSc1nc2sc3c(c2c(=O)n1CC)CCc1ccccc1-3	6	4	-1.4	-2	5
40	CC(C)Cc1ccc(CN2CCCC(NC(=O)c3cccc(-n4cnnc4)c3)C2)cc1 (stereo unspecified)	-14	4	1.8	-8	-6
41	CC1Sc2ccc(S(=O)(=O)N3CCC(C(=O)NCCc4ccccc4)CC3)cc2NC1=O (stereo unspecified)	5	1	3.1	-15	11
42	Cc1ccc(NC(=O)C2CC=CCC2C(=O)N2CCCCC2)cc1 (stereo unspecified)	3	1	-2.0	-8	0
43	COc1cc(C(=O)NCC(=O)N/N=C/c2cccnc2)cc(OC)c1OC	7	-3	-0.7	4	3
44	O=[N+]([O-])c1cccnc1Oc1ccc(C2SCCS2)cc1	-18	8	-1.6	4	-2
45	CN(C)S(=O)(=O)n1cc(/C=C(\NC(=O)c2ccccc2F)C(=O)N2CCCC2)c2ccccc21	6	-3	2.9	4	2

no.	GDH-TPI inh	BoNT F protease	Mtb BioA inh	FadD28 binding
31	8	-2	.	-1.1
32	-10	3	-0.4	0.9
33	8	5	.	2.4
34	20	0	-1.1	-1.1
35	-6	-2	9.1	-0.7
36	-3	-5	.	-5.8
37	0	0	-2.6	-0.1
38	8	3	0.5	-0.4
39	12	2	-0.7	1.3
40	7	-3	-2.6	-5.4
41	8	2	1.3	-2.8
42	3	7	0.4	-3.2
43	3	14	5.4	-3.4
44	-3	?	.	0.1
45	10	0	.	0.9

# The list goes on:
no.	SMILES	PrPC TRFRET	FBA Mtb inh	UGM FP inh	Rv3671c protease	MazEF act
46	CCOCCCNC(=O)Cn1cc2c(n1)CCCC2	0	1	-1.5	5	9
47	COCC(=O)Oc1c(S(=O)(=O)c2ccc(C)cc2)c(C)nn1-c1ccccc1	-1	2	.	-2	-3
48	Cc1ccc(-c2cn(-c3ccc(OC(F)F)cc3)c3[n+]2CCCCC3)cc1	2	3	-4.9	5	7
49	C=Cn1c(N2CCOCC2)nc2c1c(=O)[nH]c(=O)n2C	-2	8	-0.5	4	6
50	CC(/C=N/Nc1nnc2c(n1)[nH]c1ccccc12)=C\c1ccco1	.	-3	-0.6	-6	12
51	COc1ccc(S(=O)(=O)Nc2cc(Sc3ncn[nH]3)c(O)cc2C)cc1	13	-2	-1.6	-4	1
52	CCOC(=O)C1CCCCN1Cc1cccc(F)c1 (stereo unspecified)	7	0	1.8	4	1
53	O=C(Nc1ccnn1C1CCN(C(=O)c2cccc(Cl)c2)CC1)C1CC1	-2	0	-0.6	-8	5
54	CCOC(=O)C1=NOC(Cn2cc(C(C)=O)c(=O)[nH]c2=O)C1 (stereo unspecified)	13	4	-1.6	5	-9
55	Cc1ccc(C)c(NC(=O)CNS(=O)(=O)c2ccccc2)c1	1	1	-4.0	-1	-3
56	O=C(NCCN1CCN(c2ccccc2)CC1)c1ccc2c(c1)[nH]c(=S)n1c3ccccc3nc21	13	4	1.5	-1	-7
57	CCCCC1CN2CCc3c([nH]c4ccccc34)C2(C)C1 (stereo unspecified)	-7	1	-0.9	-3	13
58	Cc1cc(C)c2c(N)c(C(=O)Nc3cccc(C)c3C)sc2n1	4	12	4.1	12	16
59	CCn1c(=NC(=O)COc2ccccc2)sc2cccc(F)c21	2	3	-0.6	-14	9
60	CCOc1ccc(NC(=O)CNC(=O)c2ccc([N+](=O)[O-])cc2)cc1	-7	-3	0.9	6	-9
61	CC(C)(C)c1ccc(OCCCNC2CCCC2)cc1	-2	11	-2.0	7	17
62	Cc1cc(O)cc2c(=O)c3ccccc3sc12	-19	6	-0.9	-2	13
63	COc1ccc(-n2c3c(cc(C(=O)NNc4ccccc4C)c2=O)C(=O)CC(C)(C)C3)cc1	2	1	-1.6	3	7

no.	GDH-TPI inh	BoNT F protease	Mtb BioA inh	FadD28 binding
46	9	-2	0.0	-1.1
47	6	-3	-1.0	-0.7
48	1	-11	0.9	-3.0
49	-4	-20	-1.9	1.7
50	10	-16	-1.7	-3.3
51	-3	-5	-1.0	-3.9
52	5	8	.	-1.5
53	4	-2	0.9	1.1
54	3	2	.	-0.4
55	0	-3	-0.4	-0.1
56	-5	-3	.	-6.9
57	-2	-52	0.7	-3.9
58	-2	2	0.0	-4.4
59	-16	0	.	-0.9
60	4	-4	.	-2.3
61	-2	-14	.	0.3
62	-1	2	.	2.0
63	-3	-1	0.1	-2.8

# 2 compounds picked at random from those above, as already listed:
no.	SMILES	PrPC TRFRET	FBA Mtb inh	UGM FP inh	Rv3671c protease	MazEF act
56	O=C(NCCN1CCN(c2ccccc2)CC1)c1ccc2c(c1)[nH]c(=S)n1c3ccccc3nc21	13	4	1.5	-1	-7
51	COc1ccc(S(=O)(=O)Nc2cc(Sc3ncn[nH]3)c(O)cc2C)cc1	13	-2	-1.6	-4	1

no.	GDH-TPI inh	BoNT F protease	Mtb BioA inh	FadD28 binding
56	-5	-3	.	-6.9
51	-3	-5	-1.0	-3.9
